High-throughput results deposited in PubChem BioAssay by several laboratories.
RSV antiviral HEp-2: RSV antiviral activity via CPE protection, HEp-2 cells, primary 10 µM value included (AID 2391). one-dose CPE inhibition, % at 10 µM; IC50 in µM for titrated hits. HEp-2 cells, RSV-induced CPE inhibition; higher % means a stronger effect. hit rate 0.13% among 310,000; in the data active = a potency from the dose series; inconclusive = CPE inhibition mostly from about 23% at the one dose, without a potency; inactive = the rest, 99 in 100 with CPE inhibition below about 21%; note: strong numbers were not always called active
AID2073: disruptors of CaV2.2 binding to Mint1 – biochemical, HTRF (AID 2073). HTRF protein-protein interaction, Mint1-CaV2.2; higher % means a stronger effect. hit rate 0.19% among 290,000. one-dose inhibition, % at 20 µM; IC50 in µM for titrated hits; in the data active = inhibition mostly above about 51%, no sharp cut-off; inconclusive = no clear call, values can overlap the other calls; inactive = mostly below about 53%; note: some results filed as inactive read as strong as hits
West Nile virus CPE: West Nile virus antiviral activity, cell-based, CPE readout (AID 1621). West Nile virus-infected cells, CPE inhibition; higher % means a stronger effect. one-dose CPE inhibition, % at 10 µM; IC50 in µM for titrated hits. hit rate 0.02% among 290,000; in the data active = a potency from the dose series; inconclusive = CPE inhibition mostly from about 3.7% at the one dose, without a potency; inactive = the rest, 99 in 100 with CPE inhibition below about 2.2%; note: strong numbers were not always called active
NTR1 ag: NTR1-driven beta-arrestin-GFP spot formation – imaging, U2OS cells, high content, primary screen (AID 493036). agonist mode. hit rate 0.17% among 330,000. activation, % at 20 µM. P30989;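 active = activation at or above 40% of the spot to cytoplasm intensity ratio, with at least 20 cells analyzed; inconclusive = wells under 20 cells, flagged as cytotoxic or low count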;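 note: 0% = DMSO without peptide and 100% = 100 nM NTR1 peptide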
Target sequence (P30989 whole entry, looked up): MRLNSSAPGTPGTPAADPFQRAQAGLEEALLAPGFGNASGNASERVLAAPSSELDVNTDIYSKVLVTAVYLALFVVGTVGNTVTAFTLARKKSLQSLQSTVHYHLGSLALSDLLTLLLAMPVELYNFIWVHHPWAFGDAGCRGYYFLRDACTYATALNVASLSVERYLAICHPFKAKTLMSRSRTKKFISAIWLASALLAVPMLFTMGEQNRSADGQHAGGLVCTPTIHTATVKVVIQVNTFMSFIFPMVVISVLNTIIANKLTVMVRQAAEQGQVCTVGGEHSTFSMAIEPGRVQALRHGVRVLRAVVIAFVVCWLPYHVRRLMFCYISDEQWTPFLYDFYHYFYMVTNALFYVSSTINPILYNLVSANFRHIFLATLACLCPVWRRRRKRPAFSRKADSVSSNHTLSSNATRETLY
UTI89 phage lysis: protection from phage-mediated lysis, alamar blue read-out – E. coli UTI89, K1F phage, bacterial capsule biogenesis inhibitors (AID 488966). E. coli UTI89 K1F phage lysis, alamar blue, 2 h; higher % means a stronger effect. hit rate 0.02% among 340,000. inhibition, % at 100 µM, or IC50 in µM where a hit was titrated;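 active = phage lysis inhibition, versus mean bacterial control, above a set limit; inconclusive = no clear call, values can overlap the other calls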;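 note: capsule biogenesis inhibitors block K1F phage lysis so surviving cells raise fluorescence; higher fluorescence means more inhibition of phage lysis; actives were called in the ten point dose series up to 300 µM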
Rac1 GTP hydrolysis: MgcRacGAP GTPase-activating activity inhibitors, confirmation, biochemical, ADP Hunter fluorescence; MgcRacGAP-stimulated Rac1 GTP hydrolysis, ADP Hunter fluorescence; higher % means a stronger effect; GST-tagged Rac1 F28L mutant substrate; inhibition, % at 30 µM; hits with a dose series show IC50 in µM; hit rate 0.6% among 340,000;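 active = first-screen hits whose inhibition reached a set limit at any dose in the follow-up dose series; inconclusive = inhibition above the set first-screen limit but never retested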;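 note: fluorescence reports GDP produced by GAP-driven GTP hydrolysis; strong numbers were not always called active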
Large T inhibition: SV40 large T antigen inhibitors, biochemical (AID 1903); SV40 large T antigen ATPase/helicase inhibition assay; higher % means a stronger effect; inhibition, % at 20 µM; hits with a dose series show IC50 in µM; hit rate 0.39% among 310,000; in the data active = a potency from the dose series; inconclusive = inhibition mostly from about 32% at the one dose, without a potency; inactive = the rest, 99 in 100 with inhibition below about 32%; note: strong numbers were not always called active
SIAH1 antagonists: Siah-1 peptide-binding antagonists, primary screen, biochemical, fluorescence polarization, rhodamine-plectin, uHTS (AID 1817). Siah-1 / rhodamine-plectin peptide fluorescence polarization; higher % means a stronger effect. one-dose displacement, % at 20 µM; IC50 in µM for titrated hits. hit rate 0.02% among 290,000;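 active = displacement of at least 50% at 20 µM, with a fluorescence ratio check between 0.3 and a set limit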;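 note: plate controls were Siah plus tracer with DMSO for no effect and tracer alone without Siah for full effect; strong numbers were not always called active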
Dengue-2 NS5 capping: Dengue-2 NS5 methyltransferase inhibitors, primary screen, biochemical, confirmation dose response (AID 588689); Dengue-2 NS5 methyltransferase capping enzyme assay, biochemical; higher % means a stronger effect; inhibition, % at 25 µM, or IC50 in µM where a hit was titrated; hit rate 0.3% among 340,000; in the data active = a potency from the dose series; inconclusive = inhibition above about 29% without an active follow-up result
NTR1 ag cell count 20 µM: further read-out of NTR1 ag, marked with its call; cell count; measured here: cell count, cytotoxicity flag
Dengue-2 NS5 capping pilot replicate: further read-out of Dengue-2 NS5 capping, marked with its call; inhibition, %; measured here: pilot screen replicate inhibition
The depositor's hits bear a star; ? = inconclusive; nt = not tested or not shown; [ ] = remark or other dose.

SMILES	RSV antiviral HEp-2	AID2073	West Nile virus CPE	NTR1 ag	NTR1 ag cell count 20 µM	UTI89 phage lysis	Rac1 GTP hydrolysis	Large T inhibition	SIAH1 antagonists	Dengue-2 NS5 capping	others
CC1CCCN(C(=O)COC(=O)C2CCN(S(=O)(=O)c3ccc(Cl)c(C(F)(F)F)c3)CC2)C1 (stereo not drawn)	0.8%	nt	nt	-0.1	58	1.3%[50 µM]	2%	22%	nt	-1%
O=C(c1cc(S(=O)(=O)N2CCOCC2)ccc1F)N1CCCc2ccccc21	0.8%	-2%	-0.1%	2.2	23	0.3%	7%	-7%	-2%	-4%
CN(C)CCNC(=O)c1sc2nc(-c3ccccc3)cc(C(F)(F)F)c2c1N	2.6%	17%	-0.4%	0.1	54	-0.1%	14%	6%	10%	-7%
O=C(CS(=O)(=O)c1ccccc1)Nc1ccc(N2CCOCC2)cc1	-2.1%	1%	0.2%	0.7	50	0.1%	-2%	4%	-1%	-12%
Nc1cc(N)nc(SCc2nnnn2-c2ccc(Cl)cc2)n1	1.7%	-2%	-0.6%	1.8	58	0.9%	7%	5%	5%	-1%
CCOC(=O)c1cnn(-c2ccccc2)c1NC(=O)c1cccs1	0.0%	0%	0.3%	-1.3	48	-0.2%	-5%	26%	-5%	-1%
COC(=O)c1c(N2C(=O)CCC2=O)sc2c1CCCC2	1.8%	31%	0.2%	1.1	63	4.7%	11%	34%	-2%	1%
CCCCNc1cc(C)nc(N2CCOCC2)n1	1.0%	26%	0.0%	1.1	37	0.4%	8%	8%	-1%	-3%
C[C@H](NC(=O)NCc1cccs1)C(=O)O	-0.7%	-7%	-0.1%	-0.4	78	-1.1%	1%	-1%	8%	-10%
O=C1c2ccccc2/C(=C\c2ccc(Br)s2)N1c1ccccc1	nt	nt	nt	2.2	66	-0.4%	2%	nt	nt	-21%

Compounds listed so far that have a halogen, in the order listed:
SMILES	RSV antiviral HEp-2	AID2073	West Nile virus CPE	NTR1 ag	NTR1 ag cell count 20 µM	UTI89 phage lysis	Rac1 GTP hydrolysis	Large T inhibition	SIAH1 antagonists	Dengue-2 NS5 capping	others
CC1CCCN(C(=O)COC(=O)C2CCN(S(=O)(=O)c3ccc(Cl)c(C(F)(F)F)c3)CC2)C1 (stereo not drawn)	0.8%	nt	nt	-0.1	58	1.3%[50 µM]	2%	22%	nt	-1%
O=C(c1cc(S(=O)(=O)N2CCOCC2)ccc1F)N1CCCc2ccccc21	0.8%	-2%	-0.1%	2.2	23	0.3%	7%	-7%	-2%	-4%
CN(C)CCNC(=O)c1sc2nc(-c3ccccc3)cc(C(F)(F)F)c2c1N	2.6%	17%	-0.4%	0.1	54	-0.1%	14%	6%	10%	-7%
Nc1cc(N)nc(SCc2nnnn2-c2ccc(Cl)cc2)n1	1.7%	-2%	-0.6%	1.8	58	0.9%	7%	5%	5%	-1%
O=C1c2ccccc2/C(=C\c2ccc(Br)s2)N1c1ccccc1	nt	nt	nt	2.2	66	-0.4%	2%	nt	nt	-21%

By substructure, the entries above with four or more nitrogen atoms.
SMILES	RSV antiviral HEp-2	AID2073	West Nile virus CPE	NTR1 ag	NTR1 ag cell count 20 µM	UTI89 phage lysis	Rac1 GTP hydrolysis	Large T inhibition	SIAH1 antagonists	Dengue-2 NS5 capping	others
CN(C)CCNC(=O)c1sc2nc(-c3ccccc3)cc(C(F)(F)F)c2c1N	2.6%	17%	-0.4%	0.1	54	-0.1%	14%	6%	10%	-7%
Nc1cc(N)nc(SCc2nnnn2-c2ccc(Cl)cc2)n1	1.7%	-2%	-0.6%	1.8	58	0.9%	7%	5%	5%	-1%
CCCCNc1cc(C)nc(N2CCOCC2)n1	1.0%	26%	0.0%	1.1	37	0.4%	8%	8%	-1%	-3%

More compounds.
SMILES	RSV antiviral HEp-2	AID2073	West Nile virus CPE	NTR1 ag	NTR1 ag cell count 20 µM	UTI89 phage lysis	Rac1 GTP hydrolysis	Large T inhibition	SIAH1 antagonists	Dengue-2 NS5 capping	others
CCCC[C@@H]1CN=C(N)N1CCc1cc(C(F)(F)F)cc(C(F)(F)F)c1	-3.5%	10%	?	3.9	79	-1.8%	4%	61%	-1%	-1%
O=C(O)c1ccc(NC(CSCc2ccc(F)cc2)C(=O)O)c([N+](=O)[O-])c1 (stereo not drawn)	0.7%	2%	1.6%	0.3	53	1.0%	5%	-4%	5%	-2%
C#CCOCCOCCOCCNc1nc(N2CCN(C(=O)[C@H]([C@@H](C)CC)n3cc(CCCN=C(N)N)nn3)CC2)nc(N2CCN(C(=O)[C@H](CCCCN)n3cc(CCC(=O)O)nn3)CC2)n1	0.4%	14%	0.8%	-0.7	89	-1.0%	-5%	5%	-3%	-2%
CC(=O)N1CCN(c2ccccc2NC(=S)NC(=O)c2cc3ccccc3o2)CC1	2.2%	-11%	0.4%	5.4	56	1.7%	7%	10%	1%	-3%
CCCCN(C)C(=O)C1CCN(c2ccc(S(=O)(=O)N3CCOCC3)cc2[N+](=O)[O-])CC1	0.3%	nt	nt	1.3	46	0.6%[50 µM]	6%	-1%	nt	2%
COc1ccc(C(=O)C2CCN(CC(=O)Nc3cc(C)cc(C)c3)CC2)cc1	1.2%	-12%	-1.2%	1.6	30	0.1%	3%	8%	0%	12%
COCCN1Cc2cccc(C(=O)Nc3cc(C)cc(C)c3)c2C1=O	3.0%	5%	-0.2%	6.4	49	1.4%	8%	2%	0%	-2%
CC1Oc2ccccc2N(Cc2cccc(F)c2)C1=O (stereo not drawn)	0.7%	2%	0.1%	-1.1	57	0.1%	5%	9%	2%	-2%
O=C(CCn1c(=S)oc2ccccc21)NC1CCCCCCC1	2.9%	6%	-0.3%	2.6	62	0.0%	5%	13%	2%	-8%
C=CCN(CC=C)C(=O)C1CCN(S(=O)(=O)c2ccc(-n3cnnn3)cc2)CC1	0.8%	0%	-1.3%	-0.7	54	0.0%	2%	25%	3%	-6%
Cc1ccc2nc(C)c(C(=O)N/N=C/c3cccs3)cc2c1	2.1%	-3%	0.0%	2.0	57	0.1%	8%	9%	-4%	0%
CCc1cc(C(=O)OC)c(NC(=O)CCC(=O)O)s1	-1.9%	-23%	0.2%	1.2	106	5.6%	7%	1%	0%	-6%
COc1cc(Cl)c(C)cc1NC(=O)CN1C(=O)C2CCCCC2C1=O (stereo not drawn)	0.9%	nt	nt	0.1	60	0.3%[50 µM]	1%	nt	nt	-3%
COC(=O)c1ccccc1NC(=O)CC(=O)Nc1ccccc1C(=O)OC	2.1%	-4%	-0.3%	0.6	80	0.5%	11%	0%	4%	-7%
COc1ccc(NC(=O)Nc2ccc(F)cc2F)c(C)c1	9.9%	-1%	0.0%	0.1	71	0.4%	-1%	8%	1%	-10%	Dengue-2 NS5 capping pilot replicate=0.2
COc1ccccc1C(=O)Nc1ccc2c(c1)nc(CN1CCCCC1)n2C	-2.9%	11%	1.1%	1.0	52	0.0%	9%	14%	-2%	-8%
CC(=O)c1cc(OC(=O)c2ccncc2)ccc1OC(=O)c1ccncc1	2.6%	7%	0.0%	-0.4	46	2.3%	13%	?	-5%	-22%
O=C1Nc2ccc([N+](=O)[O-])cc2C1=Nc1cccc(CO)c1	nt	0%	1.1%	1.5	88	2.4%	11%	-1%	7%	4%
Cc1nc(CS(=O)(=O)c2ccccn2)sc1C(=O)NNC(=O)c1c(F)cccc1Cl	2.4%	13%	-0.1%	-0.6	49	nt	nt	10%	17%	nt
O=C(c1ccccc1)N1CCCC(c2ccc(Cl)cc2)=N1	39%	-3%	-1.4%	11	35	0.6%	2%	2%	2%	2%
Cn1cc(S(=O)(=O)N2CCCC2)cc1C(=O)NCCc1ccccc1	2.4%	-5%	0.0%	1.1	68	1.3%	0%	2%	-4%	-3%
O=C(O)Cc1cc(C(=O)Nc2ccc(Br)cc2)sc1-c1ccccc1	9.6%	14%	-0.3%	2.1	61	nt	nt	4%	4%	nt
O=C(c1ccc(-c2ccc(Cl)cc2)o1)N1CCN(c2ccc([N+](=O)[O-])cc2Cl)CC1	24%	16%	nt	5.3	71	4.1%	2%	5%	0%	-3%
Cc1cc(/C=C2\SC(=O)NC2=O)c(C)n1-c1ccc(N2CCOCC2)cc1	2.8%	-6%	-0.8%	0.8	30	-0.4%	4%	22%	-1%	2%
Cc1ccc(OCCN2CCN(C)CC2)c([N+](=O)[O-])c1	2.9%	-10%	-0.1%	0.8	73	1.4%[50 µM]	75µM*	6%	-4%	-6%
CCOc1ccccc1Nc1ccc(C(=O)O)cc1NC(C)=O	1.2%	-6%	0.7%	1.8	55	0.4%	6%	8%	-4%	-6%
CCOC(=O)C1=C(CN2CCSCC2)NC(=O)NC1c1ccc2c(c1)OCO2 (stereo not drawn)	4.2%	-3%	-1.8%	0.8	55	0.0%	13%	-1%	4%	-11%
CCc1c(C)nc2cc(-c3ccc(OC)c(OC)c3)nn2c1N1CCCC1	?	9%	1.3%	12	47	3.9%	10%	11%	-2%	0%
O=C(CCn1c(=O)c2ccccc2n(Cc2cc(=O)n3ccccc3n2)c1=O)NCc1ccco1	64%	-1%	-0.7%	4.3	71	0.5%[50 µM]	9%	4%	15%	-2%
COc1ccc(S(=O)(=O)N(C)CC(=O)NCCN2CCOCC2)cc1C	0.5%	-4%	0.1%	-1.0	65	0.1%	9%	5%	1%	0%
